aSyn 5UTR inh – MLPCN primary screen, SNCA 5' untranslated region; 300,000 tested, 0.82% active; alpha-synuclein 5'UTR reporter, inhibitor activity; inhibition, % (tested at 7.5 µM); in the data active = inhibition above about 60%;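 note: H4 neuroglioblastoma cells stably carrying SNCA 5'UTR luciferase fusion; 0% = DMSO wells and 100% = positive control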
AI-2 QS modul – Vibrio harveyi AI-2 quorum sensing modulators, primary screen, JMH597 strain, luminescence/OD600 ratio. activity change, % at 7.5 µM. Vibrio harveyi JMH597 AI-2 luminescence/OD600 ratio, 9 h; stronger effect = lower value; strain lacks LuxN and CqsS sensors; 0 = neutral-control median. AID 2094, 2009. 300,000 tested, 0.4% active; in the data active = activity change below about -75%, passing the limit was not always enough;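 note: luminescence divided by OD600 gain over 9 h not by final OD600 alone; inactives centre near 13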
SKKanGAS inh – S. pyogenes SKKanGAS growth inhibitors in kanamycin, primary screen, streptokinase expression inhibitor project, SKKanGAS strain, BacTiter-Glo luminescence; 300,000 tested, 1.3% active; 6 h; inhibition, % at 7.5 µM; AID 1662, 2009;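 active = mean replicate score, as percent of positive control median, at least 50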;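 note: strain carries kanamycin resistance gene driven by streptokinase promoter and grows in 40 µg/ml kanamycin; loss of luminescence reflects streptokinase promoter inhibition or plain growth inhibition; 0% = median of DMSO wells and 100% = positive control at its reference dose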
KLF5 inhibitor – KLF5 expression inhibitors, primary screen, DLD-1 cells, luminescence; inhibition, % at 5 µM; DLD-1 KLF5 promoter-luciferase reporter; 290,000 tested, 0.23% active;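 active = inhibition above a per-plate limit of that plate's mean compound inhibition plus 3 SD, cut at about 60% in these data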;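 note: 0% = DMSO wells and 100% = LY294002 at 200 µM; higher means less KLF5 promoter-driven luciferase light; inactives centre near -14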
HSF-1 act – HSF-1 activators, primary screen, NIH3T3-HGL cells, MG132 stress, luminescence, single point; AID 504408, 2011; activation, % at 9 µM; 300,000 tested, 1.7% active; NIH3T3-HGL HSF-1 luciferase reporter, 8 h; 100% = twice DMSO control signal;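 active = mean replicate activation of at least 50% with a set share of replicates each reaching 50%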;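 note: 0% = median of the neutral control wells and 100% = twice that signal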
Platelet DG rel – inhibitors of platelet dense granule secretion, primary screen, cell-based, MLPCN, human platelets; human platelet-rich plasma, SFLLRN dense granule ATP release, luminescence; inhibition, %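 (compounds screened at 7.5 µM in platelet-rich plasma)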; 300,000 tested, 0.22% active;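 active = mean replicate score, as percent of positive control, at or above 50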
IEC-6 tox – cytotoxicity in IEC-6 intestinal epithelial cells, primary screen, cytotoxicity control for KLF5 inhibitor project, cell-based, luminescence; AID 1825, 2009; 290,000 tested, 0.78% active; inhibition, % at 5 µM; IEC-6 cytotoxicity, luminescence viability; in the data active = inhibition above about 22%;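 note: 0% = plate median of test compound wells and 100% = cytotoxic reference compound wells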
HSF1 inhib – HSF1 inhibitors in luciferase reporter cells, primary screen, cell-based, NIH3T3, luminescence; AID 2098, 2009; NIH3T3-HGL HSE-luciferase, MG132-induced, luminescence 8 h; stronger effect = lower value; 300,000 tested, 0.77% active; activity change, negative = inhibition, % at 7.5 µM (by protocol);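 active = more than half of replicate wells show activity change below -50%, luminescence cut by over half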;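 note: luciferase reports HSF-1 transcriptional activity via heat shock element; 0% = median of DMSO wells and -100% = zero luminescence signal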
HSP90 inh – HSP90 inhibitors, primary screen, cell lysate, luminescence | 290,000 tested, 0.91% active | Rabbit reticulocyte lysate, luciferase refolding luminescence, 3 h | Heat shock protein HSP 90 (rabbit reticulocyte lysate; luciferase refolding) | inhibition, % at 5.6 µM;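 active = inhibition above the screen-wide mean plus 3 SD, computed separately per campaign, cut at about 16% in these data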;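 note: 0% = DMSO wells and 100% = 60 µM geldanamycin wells; inhibitors lower the luminescence because luciferase stays unfolded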
HIF act – HIF pathway transcriptional activators, primary screen, cell-based, U2OS HRE-luciferase, luminescence; U2OS HRE-luciferase reporter; normalized: DMSO 0%, desferrioxamine 100%; activation, % at 7.5 µM (by protocol); 300,000 tested, 0.32% active;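 active = mean activation of at least 10% of the iron chelator positive control signal, with at least half of replicates also reaching 10%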
Active calls of the source: *; i = inactive; nt = not tested or not shown.

[1] CCc1ccccc1N(CC(=O)NCc1ccco1)C(=O)CCC(=O)Nc1nccs1
[2] S=C(NC1CCCC1)NN1CCOCC1
[3] CCOC(=O)C1CN(S(=O)(=O)c2ccc(C)cc2)CCN1S(=O)(=O)c1ccc(C)cc1 (stereo not given)
[4] CCOc1ccccc1NC(=O)Nc1c(C)n(-c2ccccc2)c(=O)n1C
[5] CC(C)(C)c1cn(-c2ccc(F)cc2)c(=S)[nH]1
[6] Cc1c(/C=N\NC(=O)c2c[nH]c3ccccc23)cnn1C
[7] Cc1cc(C)nc(NCCC(=O)O)n1
[8] O=c1c2ccccc2ncn1/N=C/c1ccccc1

Compound,1,2,3,4,5,6,7,8
Platelet DG rel,-2,-15,7,8,2,-3,-2,15
IEC-6 tox,1,-9,2,2,-3,0,1,-4
KLF5 inhibitor,-10,-19,-56,-4,-34,-8,-23,-218
HSF-1 act,0,10,14,-9,46,6,-12,2
aSyn 5UTR inh,11,-18,-5,-3,2,-60,-13,-192
AI-2 QS modul,3,30,14,18,12,69,-2,12
HSP90 inh,1,-1,3,1,2,-2,2,16*
SKKanGAS inh,0,3,-1,2,2,-3,-4,1
HSF1 inhib,-3,4,12,7,5,3,-7,-2
HIF act,-0.1,-0.1,0.0,-0.1,0.9,1.2,0.1,2.5

[9] CCN(CC)CCNC(=O)c1ccc(NC(=O)COc2ccccc2F)cc1
[10] O=C(CCC(=O)Nc1ccc(F)cc1)N/N=C/c1ccncc1
[11] C/C(Cc1ccccc1)=N\NC(=O)CNC(=O)c1cccc(Br)c1
[12] O=C(NCc1ccc2c(c1)OCO2)C(=O)Nc1cc2c3c(c1)CC(=O)N3CCC2
[13] Cc1ccc(-c2csc3nc(SCC(=O)Nc4ccc(Cl)c(C(=O)O)c4)[nH]c(=O)c23)cc1
[14] Cc1cccc(N2CCN(C(=O)CCS(=O)(=O)c3ccc(Br)cc3)CC2C)c1 (stereo not given)
[15] Nc1ccc(Nc2ccccc2)cc1
[16] O=C(CSc1ccc2c(c1)OCCO2)NCc1ccccc1

Compound,9,10,11,12,13,14,15,16
Platelet DG rel,2,0,4,-1,-2,-1,2,1
IEC-6 tox,2,-3,12,nt,-19,9,17,1
KLF5 inhibitor,-18,-4,-9,nt,-23,0,-42,-59
HSF-1 act,7,-2,-8,6,-10,12,25,6
aSyn 5UTR inh,-2,7,-5,17,-14,12,-28,10
AI-2 QS modul,-2,2,-50,15,38,27,13,10
HSP90 inh,-1,4,-1,nt,-5,3,3,4
SKKanGAS inh,9,-22,4,3,1,4,22,3
HSF1 inhib,-4,-2,-2,0,-3,2,8,-8
HIF act,0.1,-0.5,0.2,-3.3,-0.2,-0.2,0.1,0.4

[17] NS(=O)(=O)c1ccc(NC(=O)COC(=O)c2ccco2)cc1
[18] CCOc1cc(/C=C2\SC(=S)N(NC(=O)c3cccnc3)C2=O)ccc1O
[19] CCOCCCn1c(C)nc2c(c1=O)c1nc3ccccc3nc1n2-c1ccc(C)cc1
[20] CC(=O)Nc1ccc(NC(=O)c2ccccc2C)cc1
[21] COc1ccc(C)cc1NC(=O)c1sc2nc(C)nc(N3CCOCC3)c2c1C
[22] Cc1cc(C)nc(N/N=C/c2cccc(Cl)c2)n1
[23] COc1ccc(CCNC(=O)c2ccc(N3CCCC3=O)cc2)cc1OC
[24] O=C(CC(SCCO)c1ccc([N+](=O)[O-])cc1)c1ccco1 (stereo not given)

Compound,17,18,19,20,21,22,23,24
Platelet DG rel,-16,4,-10,0,6,2,-12,11
IEC-6 tox,-3,12,-7,-1,1,6,-9,-4
KLF5 inhibitor,20,-32,-29,-56,-13,-22,-6,-23
HSF-1 act,21,1,1,6,10,10,8,26
aSyn 5UTR inh,-35,-3,37,-6,-6,-93,20,-24
AI-2 QS modul,14,19,21,12,16,37,41,26
HSP90 inh,-2,2,3,1,-3,1,0,-1
SKKanGAS inh,20,-1,2,-6,15,-6,-10,-3
HSF1 inhib,10,-5,-3,6,0,4,-8,21
HIF act,1.4,-0.6,-0.9,0.2,-1.1,2.1,-0.4,1.6

[25] CCCSc1nnc(NC(=O)c2ccco2)s1
[26] Cc1csc(NC(=O)CCc2nc3ccccc3s2)n1
[27] COc1cc(OC)cc(C(=O)Oc2ccc(/C=N/Nc3nc4ccccc4s3)cc2OC)c1
[28] COc1ccccc1/C=C1\SC(=S)N(CCC(=O)N2CCCCC2CCO)C1=O (stereo not given)

Compound,25,26,27,28
Platelet DG rel,5,-3,-13,1
IEC-6 tox,8,6,4,6
KLF5 inhibitor,-73,-6,-26,-43
HSF-1 act,25,52*,82*,2
aSyn 5UTR inh,-81,-15,i,-1
AI-2 QS modul,17,4,47,17
HSP90 inh,5,1,7,-3
SKKanGAS inh,nt,-4,18,3
HSF1 inhib,17,19,40,-1
HIF act,1.6,0.7,2.5,0.1

Molecules from the list above that have four or more nitrogen atoms (7):
[1] CCc1ccccc1N(CC(=O)NCc1ccco1)C(=O)CCC(=O)Nc1nccs1
[4] CCOc1ccccc1NC(=O)Nc1c(C)n(-c2ccccc2)c(=O)n1C
[6] Cc1c(/C=N\NC(=O)c2c[nH]c3ccccc23)cnn1C
[10] O=C(CCC(=O)Nc1ccc(F)cc1)N/N=C/c1ccncc1
[19] CCOCCCn1c(C)nc2c(c1=O)c1nc3ccccc3nc1n2-c1ccc(C)cc1
[21] COc1ccc(C)cc1NC(=O)c1sc2nc(C)nc(N3CCOCC3)c2c1C
[22] Cc1cc(C)nc(N/N=C/c2cccc(Cl)c2)n1

Compound,1,4,6,10,19,21,22
Platelet DG rel,-2,8,-3,0,-10,6,2
IEC-6 tox,1,2,0,-3,-7,1,6
KLF5 inhibitor,-10,-4,-8,-4,-29,-13,-22
HSF-1 act,0,-9,6,-2,1,10,10
aSyn 5UTR inh,11,-3,-60,7,37,-6,-93
AI-2 QS modul,3,18,69,2,21,16,37
HSP90 inh,1,1,-2,4,3,-3,1
SKKanGAS inh,0,2,-3,-22,2,15,-6
HSF1 inhib,-3,7,3,-2,-3,0,4
HIF act,-0.1,-0.1,1.2,-0.5,-0.9,-1.1,2.1

Bioassay records: PubChem, several laboratories
